rTrxR1 inhibitor: rat TrxR1 inhibition | 1% of 390,000 active | recombinant rTrxR1, NADPH fluorescence consumption, selenite substrate | O89049 | AID 588453 | Potency, µM (highest dose often 114 µM), without a hit: top-dose activity change, negative = inhibition, actives largely listed as inhibitors; also: % is scaled to controls: 0 for no effect and ±100 for the full control effect; nearly all actives have a fitted effect of over 65% in size
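Rat TrxR1 (90 nM in the dispensed reagent) was pre-reduced with 400 uM NADPH for 5 min at room temperature, then incubated with compound for 15 min. After 400 uM selenite was added, NADPH fluorescence (Ex 340/Em 450 nm) was followed for 8 min.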
Vif-APOBEC3G blk: blocks the Vif interaction with human APOBEC3G; Q9HC16; HeLa A3G-eYFP + Vif (tagged APOBEC3G with the HIV-1 protein that degrades it), YFP fluorescence, overnight; Potency, µM (doses to about 46.1 µM), inactives show top-dose activity, negative = active, actives largely listed as inhibitors; 0.076% of 410,000 active; AID 602310;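 also: % is scaled to controls: 0 for no effect and ±100 for the full control effect; nearly all actives have a fitted effect of over 60% in size; hits raise eYFP signal because A3G escapes Vif-driven loss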
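Read-out is eYFP fluorescence (Ex 488/Em 500-530) from Vif-expressing HeLa A3G-eYFP cells; more signal means A3G escaped Vif-mediated degradation. Cells plated overnight, compound pinned in, incubated overnight at 37 deg C.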
mIDH1 inhibitor: blocks human mutant IDH1 R132H enzyme | IDH1-R132H enzyme, NADPH consumption, diaphorase/resazurin fluorescence | Potency, µM (highest dose often 76.6 µM), for inactives: at the highest dose activity change, negative = inhibition, hits mostly inhibitors | 0.093% of 390,000 active; also: % is scaled to controls: 0 for no effect and ±100 for the full control effect; nearly all actives have a fitted effect of over 65% in size
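IDH1-R132H (0.5 ug/mL) preincubated 30 min with compound, then NADPH (0.016 mM) and alpha-KG (2 mM) added; 80 min at RT, pH 7.5. Remaining NADPH coupled via diaphorase/resazurin to fluorescence (540/590 nm); concentration-response curves normalized to no-enzyme control.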
USP1 inh: inhibitors of human USP1/UAF1 deubiquitinase; AID 743255; Potency, µM (top dose mostly 57.1 µM), for inactives: at the highest dose activity change, negative = inhibition, usual class: inhibitors; O94782; 0.23% of 390,000 active; recombinant USP1/UAF1, Ub-Rhodamine cleavage fluorescence; also: % is scaled to controls: 0 for no effect and ±100 for the full control effect; nearly all actives have a fitted effect of over 60% in size; inactives centre near -12
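In this screen, compounds sit with the deubiquitinase complex (1nM) for 15 min at room temperature before Ub-Rho is added at 150nM final. Fluorescence rise is then followed for 6 reads every 60 seconds.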
Vif-APOBEC3F blk: blocks the Vif interaction with APOBEC3F | HeLa A3F-eYFP + Vif (tagged APOBEC3F with the HIV-1 protein that degrades it), YFP fluorescence increase | Potency, µM (doses to about 46.1 µM), for the others: top-dose activity, negative = active | 0.2% of 390,000 active | AID 602313; also: % of control where 0% means no effect; nearly all actives have a fitted effect of over 65% in size
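HeLa cells stably expressing Vif plus C-terminally eYFP-tagged A3F were seeded, incubated overnight at 37 deg C, dosed with compound, incubated overnight again at 37 deg C. Yellow fluorescence (Ex 488/Em 500-530) reported blocked Vif-mediated A3F-eYFP degradation.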
TrxR1 substrate: rat thioredoxin reductase 1 substrate activity | AID 588456 | 0.01% of 390,000 active | purified TrxR1 substrate turnover, NADPH consumption readout | Potency, µM (doses to about 114 µM), without a hit: at the top dose activity change, negative = substrate turnover; also: % is scaled to controls: 0 for no effect and ±100 for the full control effect; nearly all actives have a fitted effect of over 50% in size
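Rat TrxR1, dispensed at 90 nM, was prereduced with 400 uM NADPH (final) for 5 min at ~22 deg C, then incubated with compound 15 min before 400 uM selenite. A first-read NADPH fluorescence drop versus no-compound background flagged substrates.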
12-LOX inh: inhibitors of human 12S-lipoxygenase ALOX12. Potency, µM (doses to about 108 µM), without a hit: top-dose activity change, negative = inhibition, hits mostly inhibitors. purified 12hLO, xylenol orange hydroperoxide absorbance. AID 1671190. 1.1% of 580,000 active. P18054; also: % is scaled to controls: 0 for no effect and ±100 for the full control effect
Target sequence (P18054 whole entry, looked up): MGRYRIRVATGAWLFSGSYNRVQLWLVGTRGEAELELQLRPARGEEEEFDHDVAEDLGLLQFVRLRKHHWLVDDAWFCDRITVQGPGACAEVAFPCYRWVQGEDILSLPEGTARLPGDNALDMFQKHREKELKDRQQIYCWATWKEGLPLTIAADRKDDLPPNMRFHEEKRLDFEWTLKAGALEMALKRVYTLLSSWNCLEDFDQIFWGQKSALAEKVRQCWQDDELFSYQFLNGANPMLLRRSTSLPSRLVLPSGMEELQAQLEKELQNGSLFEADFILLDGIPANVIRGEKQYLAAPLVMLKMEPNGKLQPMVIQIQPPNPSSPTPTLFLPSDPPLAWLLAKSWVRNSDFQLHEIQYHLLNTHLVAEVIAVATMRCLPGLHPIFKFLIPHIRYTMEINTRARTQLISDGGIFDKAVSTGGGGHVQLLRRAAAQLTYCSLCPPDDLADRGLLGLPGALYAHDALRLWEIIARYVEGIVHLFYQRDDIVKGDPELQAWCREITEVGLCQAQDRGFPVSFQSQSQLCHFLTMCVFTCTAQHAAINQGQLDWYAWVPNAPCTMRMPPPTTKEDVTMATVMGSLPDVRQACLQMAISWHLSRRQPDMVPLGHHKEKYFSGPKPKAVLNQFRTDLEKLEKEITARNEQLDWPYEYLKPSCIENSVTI
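Hydroperoxide product was detected by ferrous iron/xylenol orange as the 573 to 405 nm absorbance ratio. Arachidonic acid at 40 uM (final) was turned over for 30 min at room temperature by 150 nM human 12hLO, pH 7.0 Hepes buffer, after 15 min compound preincubation.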
RGS4 inh: blocks human RGS4-accelerated GTP hydrolysis | P49798 | Transcreener GDP fluorescence polarization, RGS4-accelerated GTP hydrolysis | Potency, µM (titrated, usually from 114 µM), inactives show at the highest dose activity change, negative = inhibition, hits mostly inhibitors | 0.039% of 390,000 active | AID 504845; also: % is scaled to controls: 0 for no effect and ±100 for the full control effect; nearly all actives have a fitted effect of over 75% in size; some results filed as inactive show a strong effect at the top dose
Target sequence (P49798 whole entry, looked up): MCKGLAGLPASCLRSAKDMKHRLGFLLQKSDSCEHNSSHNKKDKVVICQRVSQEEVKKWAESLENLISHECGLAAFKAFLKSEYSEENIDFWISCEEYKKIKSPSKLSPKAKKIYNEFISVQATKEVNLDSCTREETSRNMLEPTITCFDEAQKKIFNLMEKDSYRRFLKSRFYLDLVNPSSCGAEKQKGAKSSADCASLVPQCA
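MLSMR compounds (23 nl, pin-transferred) preincubated 10 min at room temperature with a 500nM (2x) first reagent, then RGS4 at 900nM (2x) plus Transcreener GDP mix added; fluorescence polarization (620/688 nm) read before and after 90 min at 30 °C.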
RXFP1 ag: RXFP1 (human) receptor agonism. AID 2676. 0.3% of 370,000 active. Potency, µM (series often up to 57.5 µM), for the others: top-dose activation, usual class: activators. HEK293T-RXFP1 cAMP TR-FRET, 30 min; response scale: percent of porcine relaxin response, buffer zero; also: % is scaled to controls: 0 for no effect and ±100 for the full control effect; nearly all actives have a fitted effect of over 60% in size; many of its hits are not listed in these tables
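HEK293 cells stably expressing RXFP1, treated 30 min at 37C with compounds plus PDE4 inhibitor Ro 20174; cAMP measured by HTRF TR-FRET. Normalized to buffer and 29 nM porcine relaxin; EC50 by Hill fit.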
Starred values were filed as active, the others as inactive; ? = inconclusive; · = not tested or not shown; [ ] = remark or other dose. Calls follow the shape of the dose curve; as a rule, active = well fitted curve in the direction sought with a large enough effect; inconclusive = small, poorly fitted or top-dose-only effect, or another doubt; inactive = no such curve, though single readings can be large; an effect the other way counts as inactive or inconclusive. Potency is read from the fitted curve at half-maximal effect.

SMILES	rTrxR1 inhibitor	Vif-APOBEC3G blk	mIDH1 inhibitor	USP1 inh	Vif-APOBEC3F blk	TrxR1 substrate	12-LOX inh	RGS4 inh	RXFP1 ag
Clc1cccc(Cl)c1Cn1cnc2c(N3CCCCCC3)ncnc21	16%	1%	8%	-7%	-2%	11%	-23%	-15%	0.3%
Cc1ccc(NC(=O)NC2CCN(CC(=O)Nc3nccs3)CC2)cc1	26%	-1%	7%	-20%	-5%	12%	-24%	14%	2.5%
CCOC(=O)C1CCCN(C(=O)Cn2ncc3c(C)n(Cc4ccccc4F)c(C)c3c2=O)C1 (stereo not given)	-14%	0%	-13%	-21%	1%	-2%	2%	16%	0.0%
Cc1ccccc1N1CC(=O)N(c2ccccc2C)CC1=O	1%	1%	0%	-4%	2%	0%	-25%	27%	-0.2%
Cc1ccc(C2N=C(Nc3nc4ccccc4o3)NC3=C2C(=O)CC(C)(C)C3)cc1 (stereo not given)	10%	2%	·	·	·	5%	47%[activator]	-23%	·
Cc1nc2c(C)cccn2c1/C(O)=C1\C(=O)C(=O)N(CCN(C)C)C1c1ccccc1 (stereo not given)	-9%[57.1 µM]	0%	1%	2%	11%	-8%	87%[activator]	-10%	-3.2%
O=C(Nc1ccc(OC(F)(F)F)cc1)C1CCCN(S(=O)(=O)c2cnc[nH]2)C1 (stereo not given)	17%	4%	7%	-25%	2%	4%	·	5%	4.2%
CNS(=O)(=O)c1ccc(NC(=O)C2CC(=O)N(c3ccc(Cl)cc3)C2)cc1 (stereo not given)	16%	-1%	8%	-6%	10%	3%	1%	?	-0.3%
COc1cccc(CSc2nc3ccccc3[nH]2)c1	7%	0%	2%	-12%	-6%	1%	-1%	-2%[11.4 µM]	-1.1%
CC1(c2ccccc2)NC(=O)N(CC(=O)NNC(=O)c2ccccc2F)C1=O (stereo not given)	9%	-3%	15%	-3%	8%	2%	1%	12%	0.7%
Cc1ccc2oc(-c3ccc(C)c(NC(=S)NC(=O)c4cccs4)c3)nc2c1	-4%	-7%	-9%	-3%	5%	-5%	-24%	-11%	0.2%
CCOc1ccc(C(=O)CN2C(=O)NC3(CCCc4ccccc43)C2=O)cc1 (stereo not given)	·	0%	-5%	-15%	0%	·	0%	·	·
CC1CCCCN1CCNC(=O)C1CCN(S(=O)(=O)c2cccc3cccnc23)CC1 (stereo not given)	?	0%	8%	-14%	-2%	8%	14%	-20%	1.8%
O=C(O)CCc1ccc(-c2ccccc2)n1CC(=O)O	?	-7%	-1%	-14%	4%	41%[activator]	3%	-27%	-0.2%
O=S(=O)(c1ccccc1)N1CCCCC1CCc1ccccc1 (stereo not given)	5%[57.1 µM]	2%	-7%	-4%	-1%	6%[57.1 µM]	1%	-22%	·
Cc1ccc(Cc2c(-c3ccc(C)cc3)nc3ccc(Br)cn23)cc1	·	-22%	6%	-21%	?	·	10µM*	·	·
CN1CCN(C(=S)NC(=O)c2ccc(C(C)(C)C)cc2)CC1	-9%	0%	7%	-17%	?	9%	-16%	-34%	2.3%
COc1cc(CC(NC(C)=O)C(=O)NC2CCN(C(=O)c3ccc(C)cc3)CC2)cc(OC)c1 (stereo not given)	7%	0%	29%	-10%	-10%	-1%	6%	10%	-0.7%
Cc1cc(NS(=O)(=O)c2ccc(NC(=S)NC(=O)c3ccc(Br)cc3)cc2)no1	45µM*	-6%	7%	-10%	6%	6%	10µM*	-12%	0.4%
CC1=NNC(=O)C1CC(=O)N/N=C(/C)c1cccc([N+](=O)[O-])c1 (stereo not given)	19%[57.1 µM]	-7%	2%	-14%	-18%	11%[57.1 µM]	3%	2%	0.5%
CC(=O)Nc1c(C#N)c(C(C)(C)C)cn1C	5%	1%	1%	-6%	-2%	1%[57.1 µM]	0%	-21%	-1.2%
[O-][N+]12CCN(CC1)c1ccccc12	3%	-2%	-2%	?	-3%	7%	9%	-7%	1.5%
Cc1cc(C)cc(OCC(=O)Nc2ccc(S(=O)(=O)Nc3ccccn3)cc2)c1	37%[activator][57.1 µM]	-6%	2%	-15%	6%	13%[57.1 µM]	-7%	11%	0.3%
O=C(Nc1ccc(F)cc1)c1oc2ccccc2c1NC(=O)C1CCCC1	0%	0%	-4%	-12%	1%	15%	1%	-8%	1.4%
O=C(Cc1c[nH]c2ccccc12)NCc1ccc2c(c1)OCO2	-9%	3%	-1%	-14%	-3%	-8%	0%	-33%	-0.5%

More results follow:
SMILES	rTrxR1 inhibitor	Vif-APOBEC3G blk	mIDH1 inhibitor	USP1 inh	Vif-APOBEC3F blk	TrxR1 substrate	12-LOX inh	RGS4 inh	RXFP1 ag
CCOC(=O)N1CCN(CC(O)COc2ccc(C(C)C)c(C)c2)CC1 (stereo not given)	6%	1%	3%	-7%	6%	-4%	47%[activator]	9%	0.7%
Cc1cccc(Oc2ccc(S(=O)(=O)N3CCCCC3)cc2NC(=O)C2=COCCO2)c1	29%	0%	-10%	-12%	-4%	1%	187%[activator]	27%	0.7%
CCOC(=O)C1=C(c2ccccc2)NC(=O)NC1c1cccc(OC)c1OC (stereo not given)	-2%[57.1 µM]	3%	19%	9%	0%	2%[57.1 µM]	7%	-5%	·
Cn1cccc1/C=C1\SC(=O)N(CC(=O)Nc2ccc(Cl)cc2)C1=O	16%	0%	-5%	-15%	-20%	3%	?	-17%	1.4%
Cc1ccccc1NC(=S)NNC(=O)c1ccco1	-8%	0%	2%	-21%	0%	0%	66%[activator]	-22%	3.9%
Cc1cc(NC(=O)c2ccc(Cl)cc2)c(C)cc1O	15%	2%	0%	-23%	-1%	1%	-4%	9%	-0.8%
NC(=O)c1c(NC(=O)C2c3ccccc3Oc3ccccc32)sc2c1CCCCC2	-33%	0%	4%	-3%	?	-12%	-19%	-21%	1.5%
O=C(CN1CCN(Cc2ccccc2)CC1)N/N=C/C=C/c1ccco1	?	-1%	3%	1%	-11%	-13%	3%	-5%	3.5%
Cc1ccccc1CNC(=O)CN1C(=O)CCCc2ccccc21	9%	-4%	-1%	-21%	-9%	0%	-11%	6%	0.5%
Cc1ccc2onc(CC(=O)N3CCN(c4ccc(Cl)cc4)CC3)c2c1	19%[11.4 µM]	0%	24%	-10%	-4%	1%	-2%	1%	2.8%
CS(=O)(=O)Cc1nc2ccccc2n1CC(=O)Nc1cccc(S(=O)(=O)N2CCCC2)c1	1%	-4%	6%	-21%	4%	0%	-1%	11%	·

Among those listed so far, these contain a halogen:
SMILES	rTrxR1 inhibitor	Vif-APOBEC3G blk	mIDH1 inhibitor	USP1 inh	Vif-APOBEC3F blk	TrxR1 substrate	12-LOX inh	RGS4 inh	RXFP1 ag
Clc1cccc(Cl)c1Cn1cnc2c(N3CCCCCC3)ncnc21	16%	1%	8%	-7%	-2%	11%	-23%	-15%	0.3%
CCOC(=O)C1CCCN(C(=O)Cn2ncc3c(C)n(Cc4ccccc4F)c(C)c3c2=O)C1 (stereo not given)	-14%	0%	-13%	-21%	1%	-2%	2%	16%	0.0%
O=C(Nc1ccc(OC(F)(F)F)cc1)C1CCCN(S(=O)(=O)c2cnc[nH]2)C1 (stereo not given)	17%	4%	7%	-25%	2%	4%	·	5%	4.2%
CNS(=O)(=O)c1ccc(NC(=O)C2CC(=O)N(c3ccc(Cl)cc3)C2)cc1 (stereo not given)	16%	-1%	8%	-6%	10%	3%	1%	?	-0.3%
CC1(c2ccccc2)NC(=O)N(CC(=O)NNC(=O)c2ccccc2F)C1=O (stereo not given)	9%	-3%	15%	-3%	8%	2%	1%	12%	0.7%
Cc1ccc(Cc2c(-c3ccc(C)cc3)nc3ccc(Br)cn23)cc1	·	-22%	6%	-21%	?	·	10µM*	·	·
Cc1cc(NS(=O)(=O)c2ccc(NC(=S)NC(=O)c3ccc(Br)cc3)cc2)no1	45µM*	-6%	7%	-10%	6%	6%	10µM*	-12%	0.4%
O=C(Nc1ccc(F)cc1)c1oc2ccccc2c1NC(=O)C1CCCC1	0%	0%	-4%	-12%	1%	15%	1%	-8%	1.4%
Cn1cccc1/C=C1\SC(=O)N(CC(=O)Nc2ccc(Cl)cc2)C1=O	16%	0%	-5%	-15%	-20%	3%	?	-17%	1.4%
Cc1cc(NC(=O)c2ccc(Cl)cc2)c(C)cc1O	15%	2%	0%	-23%	-1%	1%	-4%	9%	-0.8%
Cc1ccc2onc(CC(=O)N3CCN(c4ccc(Cl)cc4)CC3)c2c1	19%[11.4 µM]	0%	24%	-10%	-4%	1%	-2%	1%	2.8%

Screens deposited in PubChem by National Center for Advancing Translational Sciences (NCATS).

The list is partial, so the mix of outcomes need not match the whole.
